Peg3 prom inh – Peg3 promoter activity inhibition. inhibition, % at 20 µM. AID 588405. 1.7% of 360,000 active. HeLa PEG-Prom luciferase reporter, luminescence, overnight;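 active = inhibition of at least 50% at 20 µM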
Shn3 inh set2 – inhibitors of Schnurri-3 3'UTR reporter in osteoblasts. inhibition, % at 12.5 µM. 0.52% of 360,000 active. Clone20 osteoblast Shn3 3'UTR firefly luciferase, 24 h;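 active = mean inhibition of at least 75% with every replicate also reaching 75%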;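 note: 0% = median of neutral control wells and 100% = pilot-screen positive control compound; some compounds past the cut are filed as inactive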
TROY NFkB inh – inhibitors of TROY-dependent NF-kB signaling. Q293 LMP1-TROYcd NF-kB luciferase reporter, 4 h. inhibition, % at 10 µM. 0.98% of 360,000 active. AID 1347056;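 active = compounds whose plate-normalised and pattern-corrected inhibition of the luciferase reporter signal at the single screening dose is 50% or more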
TWEAK Fn14 block – blocks TWEAK-Fn14 interaction in a reporter cell assay. TWEAK-stimulated Fn14 reporter cells, luciferase luminescence, 8 h. inhibition, % at 10 µM. 2% of 360,000 active; in the data active = inhibition above about 50%
CF NFkB block – inhibitors of cystic fibrosis induced NF-kB; KKLEB NF-kB-GFP reporter, PAF-induced, GFP fluorescence overnight; inhibition, % at 5 µM; 0.86% of 360,000 active; AID 588850;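 active = at least 50% inhibition at 5 µM, scaled per plate between neutral and stimulator controls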;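 note: PAF is a Pseudomonas aeruginosa culture filtrate used as stimulus; plate controls were PAF-stimulated DMSO wells for no effect and unstimulated DMSO wells for full effect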
NR2E3 ag-1 – agonists of human nuclear receptor NR2E3. Q9Y5X4. GST-NR2E3/biotin-RetCOR TR-FRET, 1536-well. inhibition of corepressor binding, % at 4.78 µM. 0.12% of 320,000 active. AID 2300;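 active = percent inhibition above the cutoff of mean plus 3 SD of all tested compounds, set per screening campaign, cut at about 20% in these data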;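 note: 0% = DMSO wells and 100% = biotin wells as full block of FRET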
Target sequence (Q9Y5X4 whole entry, looked up): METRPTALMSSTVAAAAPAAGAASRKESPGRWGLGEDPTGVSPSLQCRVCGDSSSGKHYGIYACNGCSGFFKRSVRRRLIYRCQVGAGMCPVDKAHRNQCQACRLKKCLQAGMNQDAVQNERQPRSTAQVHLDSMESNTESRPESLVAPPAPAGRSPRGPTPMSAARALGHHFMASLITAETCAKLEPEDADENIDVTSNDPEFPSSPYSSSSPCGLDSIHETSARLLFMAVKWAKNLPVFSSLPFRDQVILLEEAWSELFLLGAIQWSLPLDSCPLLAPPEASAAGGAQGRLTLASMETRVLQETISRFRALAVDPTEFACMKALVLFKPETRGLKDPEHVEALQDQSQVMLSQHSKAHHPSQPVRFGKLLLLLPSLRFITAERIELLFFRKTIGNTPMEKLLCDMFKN
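System: GST-tagged NR2E3 plus biotinylated RetCOR corepressor; Buffer or medium: pH 7.5 Tris-based buffer; Probe or stimulus: RetCOR corepressor, biotinylated, 7 nM; Doses: compound at 4.8 µM, single dose; Schedule: 5 h incubation at 4 °C; Technique: time-resolved FRET; Evaluation: percent inhibition of TR-FRET ratio; Replication: one well per compound, singlicate testing.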
TRPM1 prom inh – inhibitors of MITF-driven TRPM1 promoter in melanoma cells; AID 488899; inhibition, % at 12.5 µM; SK-MEL-5 TRPM1 promoter luciferase, 24 h; 0.83% of 330,000 active;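 active = mean inhibition across replicates of 60% or more, whatever share of single replicates reaches that level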; note: values of inactives mirror those of a sister screen read the other way
HIF-2a block – HIF-2a inhibition | AID 624352 | inhibition, % at 18.8 µM | 0.72% of 360,000 active | 786-0 RCC cells HIF-2a reporter, luciferase luminescence, overnight;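 active = inhibition of the luminescence signal of 40% or more relative to plate controls, in a single-dose primary screen at 18.75 µM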
KKLEB tox – reduces viability of KKLEB cystic fibrosis airway cells | KKLEB CF airway cells viability, ATPlite luminescence, overnight; active compounds read low; cells stimulated with P. aeruginosa culture filtrate | activity change (cytotoxicity), % at 5 µM | 0.36% of 360,000 active | AID 602141;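 active = corrected activity change at or below -50% at 5 µM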
NR2E3 ag-2 – human photoreceptor-specific nuclear receptor agonism | Q9Y5X4 | CHO-S Gal4-NCOR/VP16-NR2E3 two-hybrid, luciferase | inhibition of corepressor binding, % at 3.98 µM | 0.35% of 360,000 active | AID 602229;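 active = inhibition above the mean of all tested compounds plus 3 SD, cut at about 70% in these data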;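 note: 0% = DMSO with NR2E3 transfected cells and 100% = cells lacking NR2E3 construct; higher means lower luciferase signal from less NR2E3 corepressor binding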
C8 TRAIL sens – caspase-8 TRAIL sensitization; NB7+C8 cells + TRAIL, ATPlite viability luminescence; inhibition (viability loss, TRAIL sensitization), % at 10 µM; 1% of 360,000 active; AID 624354;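 active = compounds causing at least 50% loss of cell viability in the single-dose screen, relative to plate controls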
The depositor's hits bear a star. Not all compounds are listed (hit frequency here may not be typical).

For CCOC(=O)C1CCN(C=C2C(=O)N(C)C(=S)N(C)C2=O)CC1 the results were Peg3 prom inh -12, Shn3 inh set2 -7, TROY NFkB inh 27, TWEAK Fn14 block 19, CF NFkB block 38, NR2E3 ag-1 1, TRPM1 prom inh 6, HIF-2a block 26, KKLEB tox -1, NR2E3 ag-2 -3 and C8 TRAIL sens -4.
For CCN(CC)CCCN=Cc1c(O)n(Cc2ccc(F)cc2)c(=O)[nH]c1=O the results were Peg3 prom inh 4, Shn3 inh set2 -5, TROY NFkB inh 2, TWEAK Fn14 block -6, CF NFkB block -3, NR2E3 ag-1 3, TRPM1 prom inh 6, HIF-2a block 9, KKLEB tox 3, NR2E3 ag-2 -8 and C8 TRAIL sens 6.
`COc1cc2c3cc1Oc1cc(ccc1O)C[C@@H]1c4c(cc(OC)c(O)c4Oc4ccc(cc4)C[C@H]3N(C)CC2)CCN1C` gave Peg3 prom inh 68*, Shn3 inh set2 -17, TROY NFkB inh -3, TWEAK Fn14 block -37, CF NFkB block 21, NR2E3 ag-1 3, TRPM1 prom inh 45, HIF-2a block -11, KKLEB tox -66*, NR2E3 ag-2 6 and C8 TRAIL sens -3.
Screening CN1C(=O)N(C)C(=O)C2(Cc3cc(NC(=O)c4ccccc4)ccc3N3CCCC32)C1=O (configuration not stated) returned Peg3 prom inh -4, Shn3 inh set2 -26, TROY NFkB inh 7, TWEAK Fn14 block -16, CF NFkB block 7, NR2E3 ag-1 4, TRPM1 prom inh 10, HIF-2a block -15, KKLEB tox -2, NR2E3 ag-2 1 and C8 TRAIL sens 1.
For O=C(c1ccccc1)N1CCC2(CC1)OCCO2 the results were Peg3 prom inh 17, Shn3 inh set2 -15, TROY NFkB inh -3, TWEAK Fn14 block 10, CF NFkB block 4, NR2E3 ag-1 3, TRPM1 prom inh 4, HIF-2a block 14, KKLEB tox 21, NR2E3 ag-2 -11 and C8 TRAIL sens 9.
O=C(c1ccc(CNS(=O)(=O)c2ccc(Br)cc2)cc1)N1CCC2(CC1)OCCO2 was read as Peg3 prom inh 6, Shn3 inh set2 14, TROY NFkB inh 1, TWEAK Fn14 block -2, CF NFkB block 19, NR2E3 ag-1 -1, TRPM1 prom inh 8, HIF-2a block 1, KKLEB tox -11, NR2E3 ag-2 -23 and C8 TRAIL sens -12.
`COC(=O)C1=C(c2cccc(OC)c2OC)C[C@@H]2CC[C@H]1N2C(=O)N1CCOCC1` gave Peg3 prom inh 1, Shn3 inh set2 3, TROY NFkB inh -6, TWEAK Fn14 block 7, CF NFkB block -2, NR2E3 ag-1 0, TRPM1 prom inh -4, HIF-2a block 1, KKLEB tox 4, NR2E3 ag-2 -14 and C8 TRAIL sens 0.
Screening O=C(Cc1c[nH]c2ccccc12)NNCc1ccc(N(CCCl)CCCl)cc1 returned Peg3 prom inh 3, Shn3 inh set2 6, TROY NFkB inh 11, TWEAK Fn14 block 15, CF NFkB block -11, TRPM1 prom inh 27, HIF-2a block 12, KKLEB tox 5, NR2E3 ag-2 -23 and C8 TRAIL sens -5.
Screening COC(=O)C1=C(c2cccc(OCc3ccccc3)c2)C[C@@H]2CC[C@H]1N2C(=O)NCCCc1ccccc1 returned Peg3 prom inh 11, Shn3 inh set2 28, TROY NFkB inh 9, TWEAK Fn14 block 40, CF NFkB block 13, NR2E3 ag-1 1, HIF-2a block 19, KKLEB tox -19, NR2E3 ag-2 12 and C8 TRAIL sens 4.
`Cc1ccc2nc3c(cc2c1)CC1(C(=O)N(C)C(=O)N(C)C1=O)C1CCCCN31` (configuration not stated) gave Peg3 prom inh -118, Shn3 inh set2 -15, TROY NFkB inh 0, TWEAK Fn14 block -7, CF NFkB block 10, NR2E3 ag-1 3, TRPM1 prom inh -25, HIF-2a block -88, KKLEB tox -11, NR2E3 ag-2 -89 and C8 TRAIL sens 28.
Cc1cccc(NP(=O)(Oc2ccccc2F)Oc2ccccc2F)c1C was read as Peg3 prom inh 24, Shn3 inh set2 21, TROY NFkB inh 29, TWEAK Fn14 block 24, CF NFkB block -27, NR2E3 ag-1 1, TRPM1 prom inh 10, HIF-2a block 24, KKLEB tox 10, NR2E3 ag-2 0 and C8 TRAIL sens 22.
Screening COC(=O)c1cn(C(=O)c2cccc3ccccc23)c2ccccc12 returned Peg3 prom inh 25, Shn3 inh set2 12, TROY NFkB inh 10, TWEAK Fn14 block 21, CF NFkB block 13, NR2E3 ag-1 0, TRPM1 prom inh 20, HIF-2a block 19, KKLEB tox -10, NR2E3 ag-2 -18 and C8 TRAIL sens 2.
For COc1ccccc1CC1/C(=N/O)C2CCN1CC2 (configuration not stated) the results were Peg3 prom inh 9, Shn3 inh set2 -2, TROY NFkB inh -11, TWEAK Fn14 block 6, CF NFkB block 10, NR2E3 ag-1 -1, TRPM1 prom inh 2, HIF-2a block -2, KKLEB tox -3, NR2E3 ag-2 15 and C8 TRAIL sens -4.
COc1cc(C(O)CN)ccc1O (configuration not stated) was read as Peg3 prom inh 8, Shn3 inh set2 17, TROY NFkB inh -5, TWEAK Fn14 block 1, CF NFkB block -36, NR2E3 ag-1 4, TRPM1 prom inh 7, HIF-2a block 10, KKLEB tox 5, NR2E3 ag-2 -4 and C8 TRAIL sens 6.
`COc1ccccc1CC1C(=O)C2CCN1CC2` (configuration not stated) gave Peg3 prom inh 4, Shn3 inh set2 3, TROY NFkB inh -34, TWEAK Fn14 block -10, CF NFkB block 10, NR2E3 ag-1 1, TRPM1 prom inh 10, HIF-2a block 3, KKLEB tox 2, NR2E3 ag-2 -19 and C8 TRAIL sens -2.
O=C1NC(=O)N(c2cccc(Cl)c2)C(=O)/C1=C\c1ccc(Sc2nc3ccccc3[nH]2)o1 was read as Peg3 prom inh 7, Shn3 inh set2 -3, TROY NFkB inh -21, TWEAK Fn14 block 4, CF NFkB block -18, NR2E3 ag-1 4, TRPM1 prom inh 12, HIF-2a block 16, KKLEB tox 12, NR2E3 ag-2 -25 and C8 TRAIL sens 3.
Screening Clc1ccccc1CN1CCN(c2cccc3[nH]ccc23)CC1 returned Peg3 prom inh 17, Shn3 inh set2 16, TROY NFkB inh 6, TWEAK Fn14 block 6, CF NFkB block 5, NR2E3 ag-1 -2, TRPM1 prom inh 4, HIF-2a block 4, KKLEB tox 4, NR2E3 ag-2 0 and C8 TRAIL sens -9.
Screening C=CCn1c(O)c(/C=N/N2CCCCC2c2cccnc2)c(=O)[nH]c1=S (configuration not stated) returned Peg3 prom inh 13, Shn3 inh set2 18, TROY NFkB inh 5, TWEAK Fn14 block 9, CF NFkB block 12, NR2E3 ag-1 0, TRPM1 prom inh 2, HIF-2a block 14, KKLEB tox 3, NR2E3 ag-2 -28 and C8 TRAIL sens -7.
`Cc1ccccc1NC1=NCCCS1` gave Peg3 prom inh 5, Shn3 inh set2 -21, TROY NFkB inh -4, TWEAK Fn14 block 4, CF NFkB block 6, NR2E3 ag-1 0, TRPM1 prom inh -4, HIF-2a block 2, KKLEB tox -1, NR2E3 ag-2 -12 and C8 TRAIL sens -15.
Screening Clc1ccc(-c2nc3ccc(Cl)cn3c2CN2CCCCC2)cc1 returned Peg3 prom inh -22, Shn3 inh set2 -16, TROY NFkB inh -31, TWEAK Fn14 block 17, CF NFkB block 21, TRPM1 prom inh -19, HIF-2a block -71, KKLEB tox -9, NR2E3 ag-2 -16 and C8 TRAIL sens 14.
CC1=CC2OC3CC4OC(=O)C=CC=CC(C(C)O)OCC(O)C5(C)OC5C(=O)OCC2(CC1O)C4(C)C31CO1 (configuration not stated) was read as Peg3 prom inh 102*, Shn3 inh set2 98*, TROY NFkB inh 83*, TWEAK Fn14 block 99*, CF NFkB block 96*, TRPM1 prom inh 90*, HIF-2a block 78*, KKLEB tox -48, NR2E3 ag-2 102* and C8 TRAIL sens 67*.
Screening O=[N+]([O-])c1ccc(C(=Nc2ccccc2)N2CC2)cc1 returned Peg3 prom inh -55, Shn3 inh set2 15, TROY NFkB inh -53, TWEAK Fn14 block 6, CF NFkB block 41, TRPM1 prom inh 3, HIF-2a block -90, KKLEB tox -20, NR2E3 ag-2 -14 and C8 TRAIL sens -12.
For C[C@]12CCC3C(CC[C@H]4C[C@@H](O)CC[C@]34C)C1=CC[C@@H]2O (some centres not stated) the results were Peg3 prom inh 9, Shn3 inh set2 -10, TROY NFkB inh -10, TWEAK Fn14 block -22, CF NFkB block 12, HIF-2a block 3, KKLEB tox -2, NR2E3 ag-2 1 and C8 TRAIL sens -14.
For Cc1nc2ccccc2c(=O)n1-c1ccc([N+](=O)[O-])cc1 the results were Peg3 prom inh 17, Shn3 inh set2 -18, TROY NFkB inh -28, TWEAK Fn14 block -7, CF NFkB block -4, NR2E3 ag-1 -1, TRPM1 prom inh 5, HIF-2a block 2, KKLEB tox -2, NR2E3 ag-2 -16 and C8 TRAIL sens -10.
CC1(O)CCC2C3CCC4=CC(=O)CCC4(C)C34OC4CC21C (configuration not stated) was read as Peg3 prom inh 12, Shn3 inh set2 11, TROY NFkB inh -1, TWEAK Fn14 block 1, CF NFkB block 8, TRPM1 prom inh 0, HIF-2a block 0, KKLEB tox -5, NR2E3 ag-2 -9 and C8 TRAIL sens 13.
CCCOC(=O)Nc1ccc([As](=O)(O)O)cc1NC(=O)OCCC was read as Peg3 prom inh -12, Shn3 inh set2 14, TROY NFkB inh -12, TWEAK Fn14 block 15, CF NFkB block -1, NR2E3 ag-1 1, TRPM1 prom inh -4, HIF-2a block 9, KKLEB tox 7, NR2E3 ag-2 21 and C8 TRAIL sens -7.
`C#CC1(O)CCC2C3CCC4=CC(=O)CCC4=C3C=CC21C` (configuration not stated) gave Peg3 prom inh 26, Shn3 inh set2 29, TROY NFkB inh -20, TWEAK Fn14 block -14, CF NFkB block -32, TRPM1 prom inh 14, HIF-2a block 14, KKLEB tox -9, NR2E3 ag-2 32 and C8 TRAIL sens -11.
For COC(=O)C1=C(c2ccc(OCc3ccccc3)cc2)C[C@@H]2CC[C@H]1N2C(=O)NCc1ccc(Cl)cc1 the results were Peg3 prom inh 2, Shn3 inh set2 47, TROY NFkB inh 0, TWEAK Fn14 block 27, CF NFkB block 0, HIF-2a block 0, KKLEB tox 14, NR2E3 ag-2 -10 and C8 TRAIL sens 4.
COc1cccc(C(=O)C2CCCN(Cc3cccc4c3OCO4)C2)c1 (configuration not stated) was read as Peg3 prom inh -8, Shn3 inh set2 5, TROY NFkB inh 5, TWEAK Fn14 block 10, CF NFkB block -5, NR2E3 ag-1 -1, TRPM1 prom inh 15, HIF-2a block 15, KKLEB tox 5, NR2E3 ag-2 -17 and C8 TRAIL sens -3.

Compound activity: PubChem BioAssay, several laboratories
